Screens as filed in PubChem.
Y pestis TopoI – Y. pestis Topo-I inhibition via cleavage products | Y. pestis Topo-I cleavage product accumulation, plate reader | activity, % at 10 µM | 360,000 compounds, 0.064% hits; in the data active = activity above about 50%, passing the limit was not always enough; inconclusive = no clear call, values can overlap the other calls; also: inactives centre near 2
PfHsp40 yeast – rescue of PfHsp40-mediated yeast toxicity; 340,000 compounds, 0.68% hits; S. cerevisiae expressing PfHsp40, growth rescue, ATP luminescence; growth rescue, % at 12.5 µM; in the data active = growth rescue above about 28%, passing the limit was not always enough; inconclusive = no clear call, values can overlap the other calls;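 also: yeast W303a lacking pdr1 and pdr3 grown in galactose medium; growth measured after three days at 30 °C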
Mtb BioA inh – blocks M. tuberculosis BioA enzyme activity. inhibition, % at 9.99 µM. purified M. tuberculosis BioA enzyme, plate reader. 360,000 compounds, 0.096% hits; in the data active = inhibition above about 40%; inconclusive = no clear call, values can overlap the other calls
Mtb FBA inh – Mtb fructose-bisphosphate aldolase inhibition | 360,000 compounds, 2.3% hits | inhibition, % at 1 µM | P9WQA3 | purified M. tuberculosis FBA, fluorescence read-out; in the data active = inhibition above about 27%;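 also: 0% = vehicle and 100% = reference inhibitor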
Target sequence (P9WQA3 whole entry, looked up): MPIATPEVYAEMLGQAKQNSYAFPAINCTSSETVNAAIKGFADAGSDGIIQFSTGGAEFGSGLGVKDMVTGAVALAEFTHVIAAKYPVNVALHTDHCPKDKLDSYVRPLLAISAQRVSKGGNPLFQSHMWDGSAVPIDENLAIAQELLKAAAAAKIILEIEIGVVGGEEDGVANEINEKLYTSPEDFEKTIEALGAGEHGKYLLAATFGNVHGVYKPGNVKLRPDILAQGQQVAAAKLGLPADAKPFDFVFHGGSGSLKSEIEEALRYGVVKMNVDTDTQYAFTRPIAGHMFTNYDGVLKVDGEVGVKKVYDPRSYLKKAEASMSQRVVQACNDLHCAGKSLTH
FadD28 FP inh – M. tuberculosis FadD28 bisubstrate binding inhibition | FadD28 bisubstrate probe binding, fluorescence polarization | AID 588549 | inhibition, % at 12.5 µM | 360,000 compounds, 0.22% hits; in the data active = inhibition above about 8.5%, passing the limit was not always enough; inconclusive = no clear call, values can overlap the other calls
Vc quorum ag – inducers of Vibrio cholerae quorum light production without autoinducers; V. cholerae BH1578 lux reporter, luminescence, 6 h; AID 588436; 350,000 compounds, 0.16% hits; activation, % at 18.7 µM; in the data active = activation mostly above about 9.7%, no sharp cut-off; inconclusive = no clear call, values can overlap the other calls; inactive = mostly below about 3.7%; also: not every result past the cut was called active; inactives centre near 0; reference of the scale not given here
Mtb UGM inh – Mtb UDP-galactopyranose mutase inhibition; P9WIQ1; 320,000 compounds, 0.06% hits; inhibition, % at 10 µM; purified UGM, fluorescence polarization probe displacement; in the data active = inhibition above about 10%, passing the limit was not always enough; inconclusive = no clear call, values can overlap the other calls
Target sequence (P9WIQ1 whole entry, looked up): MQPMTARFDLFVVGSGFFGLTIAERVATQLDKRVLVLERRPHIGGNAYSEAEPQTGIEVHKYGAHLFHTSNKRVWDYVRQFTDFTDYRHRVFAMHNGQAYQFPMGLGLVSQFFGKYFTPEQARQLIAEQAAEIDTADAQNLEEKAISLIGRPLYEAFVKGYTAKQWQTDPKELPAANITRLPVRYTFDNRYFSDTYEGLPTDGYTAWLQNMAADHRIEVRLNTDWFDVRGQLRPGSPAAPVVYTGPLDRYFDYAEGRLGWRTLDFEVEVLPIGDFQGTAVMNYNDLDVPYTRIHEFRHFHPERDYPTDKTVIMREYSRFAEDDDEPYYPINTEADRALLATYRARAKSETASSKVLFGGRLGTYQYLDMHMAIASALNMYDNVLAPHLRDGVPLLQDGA
GDH-TPI counter – GDH-TPI coupled enzyme inhibition counter-screen. GDH-TPI coupled enzyme counterscreen, NADH absorbance. inhibition, % at 4.8 µM. 360,000 compounds, 1.2% hits. AID 588335; in the data active = inhibition above about 30%;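 also: 0% = DMSO wells and 100% = wells lacking the enzyme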
TcdB GH inh – inhibitors of Clostridioides difficile toxin B glycohydrolase; P18177; TcdB glycohydrolase enzymatic assay, plate reader; inhibition, % at 9.99 µM; 350,000 compounds, 0.24% hits; AID 652162; in the data active = inhibition above about 10%
* hit, by the source's call; i = inactive; u = inconclusive; x = not tested or not shown.

SMILES	Y pestis TopoI	PfHsp40 yeast	Mtb BioA inh	Mtb FBA inh	FadD28 FP inh	Vc quorum ag	Mtb UGM inh	GDH-TPI counter	TcdB GH inh
CCCCOC(=O)c1ccc(N2C(=O)CC(N3CCN(C/C=C/c4ccccc4)CC3)C2=O)cc1 (stereo unspecified)	34	0.3	-1.7	0	0.4	-1.2	4.5	8	0.4
COc1cccc(/C=N/n2c(C3CCCCC3)n[nH]c2=S)c1	12	0.1	0.2	1	5.5	-3.0	1.0	-1	1.4
CCS(=O)(=O)N1CCC2(CC1)OCCN2S(=O)(=O)c1ccc(C)cc1	4	-1.0	0.3	0	-2.7	i	6.6	1	2.1
Cc1csc(NC(=O)CSc2nc(C)nc3c2c(=O)n(C)c(=O)n3C)n1	1	-0.8	0.8	-1	0.1	-0.2	-2.3	8	0.0
Clc1ccccc1Cc1noc(CN2CCSCC2)n1	2	-1.1	x	-5	-1.3	-0.2	-2.1	6	0.3
Cc1ccccc1NC(=O)Cc1nc(COC(=O)Cc2ccccc2F)cs1	20	-0.4	-0.6	6	-0.1	i	0.2	3	-5.2
O=C(NCc1ccncc1)C1CCCN(S(=O)(=O)c2ccc(Br)cc2)C1 (stereo unspecified)	3	-1.1	1.9	0	-0.2	-0.4	0.9	-4	0.8
COc1ccc(CN2CCCC(C(=O)c3ccc(Cl)cc3)C2)cc1Cn1cncn1 (stereo unspecified)	25	-1.6	2.6	2	-4.0	-0.2	0.6	0	-0.1
Cc1cc(OC(C)C(=O)NCc2ccncc2)c2c(C)c(C)c(=O)oc2c1 (stereo unspecified)	14	0.6	-0.2	103*	0.2	i	-0.5	7	1.3
COC(=O)C(NC(=O)CCc1nnc2ccc(N3CCCCC3)nn12)C(C)C (stereo unspecified)	-2	0.0	3.3	5	-2.1	i	-1.0	9	0.7
NS(=O)(=O)c1cc(C(=O)OCC(=O)Nc2ccc3[nH]c(=O)[nH]c3c2)ccc1Cl	7	0.7	-0.5	5	0.3	-0.9	-3.6	7	0.8
Fc1ccc(-c2csc3ncnc(N4CCN(Cc5ccccc5)CC4)c23)cc1	32	-0.9	0.2	-2	-2.3	i	0.2	5	-0.9
COc1ccc(CNC(=O)C2CCCN(S(=O)(=O)c3ccccc3)C2)cc1 (stereo unspecified)	1	-0.5	-0.4	-3	-0.6	-0.3	-4.1	0	1.3
COc1ccc(/C=C/C(=O)O)cc1S(=O)(=O)NCc1ccco1	-12	-0.2	x	5	-1.0	-2.1	0.8	11	1.1
COc1ccccc1C(=O)C1CCCN(C(=O)c2ccc(C(C)=O)s2)C1 (stereo unspecified)	0	-0.7	x	3	-2.9	i	5.9	8	-0.2
CCOC(=O)c1c(C)[nH]c(C)c1S(=O)(=O)NC(CC)CN1CCOCC1 (stereo unspecified)	1	0.2	-1.2	0	-1.1	-3.1	-3.1	5	3.3
COc1ccc(N2CCN(C(CNS(=O)(=O)c3ccc4c(c3)OCCO4)c3ccco3)CC2)cc1 (stereo unspecified)	-4	0.9	-0.2	0	-0.1	-0.2	1.2	10	x
O=C(CCSc1ccc(Cl)cc1)N1CCN(c2ccc(O)cc2)CC1	31	17	x	0	-0.3	-2.2	2.2	4	-0.2
Cc1ccc(/C=N/NC(=O)c2nnn(-c3nonc3N)c2-c2cccs2)cc1	-2	0.6	0.8	7	-1.6	i	0.3	27	-0.1
CCCCCCCC(=O)OCC(COC(=O)CCCCCCC)OC(=O)CCCCCCC	u	0.8	-1.3	-2	-4.0	-0.3	1.2	-6	1.4
Cc1nc(N2CCN(S(=O)(=O)c3ccccc3C#N)CC2)c2c(-c3ccccc3)csc2n1	26	-1.9	1.1	3	-1.9	-2.1	1.8	-4	2.3
O=C(Cc1ccccc1)NCC(=O)N1CCN(c2ccc(F)cc2)CC1	2	x	-0.7	2	-1.5	-0.9	x	1	0.9
O=C(Nn1cnc2ccccc2c1=O)c1ccc([N+](=O)[O-])cc1	6	-0.7	x	-2	-3.8	0.3	0.2	5	0.5
COc1ccc(Cc2nnc(SCc3nc4ccccc4c(=O)[nH]3)o2)cc1	-3	1.3	-2.2	0	-1.3	1.8	2.5	14	-0.1
CCC(C)C(=O)Nc1nc(-c2ccc3c(c2)NC(=O)CO3)cs1 (stereo unspecified)	-2	0.4	x	-3	-4.7	-0.2	-1.6	-5	x

(list continues)
SMILES	Y pestis TopoI	PfHsp40 yeast	Mtb BioA inh	Mtb FBA inh	FadD28 FP inh	Vc quorum ag	Mtb UGM inh	GDH-TPI counter	TcdB GH inh
CC(C)(C)c1cc(C(=S)N2CCN(CCO)CC2)cc(C(C)(C)C)c1O	7	-0.4	0.7	5	-1.2	i	-0.2	0	x
Cc1ccc(S(=O)(=O)NC(CC(C)C)C(=O)N2CCOCCOCCOCCOCC2)cc1 (stereo unspecified)	-11	-0.7	-1.0	-3	-2.0	-0.3	-1.3	4	0.2
Cc1[nH]c(=S)c(C#N)c(C)c1CCC#N	-14	0.2	x	4	0.1	-0.3	-1.0	14	3.6
CCCn1cc(C(=O)N(C)C2CCCN(Cc3ccccc3F)C2)c(C)n1 (stereo unspecified)	1	0.3	-0.9	-1	-3.5	-0.4	0.5	-3	0.2
CCCCOC(=O)c1ccc(NC(=S)N2CCN(c3ncc4c(=O)c(C(=O)O)cn(CC)c4n3)CC2)cc1	4	0.4	-1.0	2	-2.1	1.3	-0.5	4	0.2
C/C(=N\Nc1nc2ccccc2[nH]1)c1ccc(Cl)s1	-24	0.3	x	0	-1.6	i	1.0	19	1.3
COc1ccc(OCC(=O)OC2CCN(C)CC2)cc1	0	0.4	-1.5	-3	-4.0	x	0.3	-12	x
CC(=O)Nc1ccc(CN2CCC(n3nccc3NC(=O)CCc3ccccc3)CC2)cc1	5	-1.1	-1.9	-2	-0.3	-0.7	-2.5	-4	-0.9
CC(C)CC(=O)NC(=S)Nc1sc2c(c1C(N)=O)CCC2	-10	x	x	3	1.2	0.2	-2.3	15	0.5
COc1ccc(C(=O)Nc2ccc3c(c2)OCO3)cc1S(=O)(=O)N1CCOCC1	-4	x	4.6	-2	-2.5	i	x	9	1.4
CCN1C(=O)CC(c2ccccc2)N(C2CCCC2)c2nc(Nc3ccc(C(=O)NC4CCN(C)CC4)cc3OC)ncc21 (stereo unspecified)	-14	0.3	0.0	2	-2.1	3.6	-0.3	17	x
COC(=O)c1cc(-c2ccc(OC)c(OC)c2)on1	2	0.3	0.4	-3	-2.5	2.9	-1.3	7	x
CC(=O)Nc1ccc(NC(=O)Nc2ccc(C)c(C)c2)cc1	0	-0.3	x	-2	-2.3	-0.1	-0.9	10	0.4
CC(C)Nc1nc(NC(C)C)nc(N(C)N)n1	-4	-1.3	x	0	-2.9	-0.4	-2.9	1	x
NS(=O)(=O)c1ccc2c(c1)C1C=CCC1C(C1CC=CCC1)N2 (stereo unspecified)	-23	1.0	-4.8	-2	-0.8	3.1	5.0	21	x
CCc1ccc2[nH]c3nc(SCc4nnc(-c5ccc(C)cc5)o4)nnc3c2c1	-6	1.5	-2.3	-4	-0.3	-0.4	2.6	3	x
COc1cccc(C2CC3C(=O)C=CC2N3Cc2ccccc2)c1 (stereo unspecified)	16	-1.5	0.0	2	0.8	-1.6	0.1	0	0.4
COc1cccc(-c2nc(CS(=O)(=O)CC(=O)N3CCc4ccccc4C3)c(C)o2)c1	21	1.2	-1.5	-2	-6.8	i	1.3	-2	-0.5
Cc1ccc(C2(C)NC(=O)N(CC(=O)NNC(=O)c3ccccc3)C2=O)cc1 (stereo unspecified)	4	-1.3	-0.6	0	x	i	1.2	2	1.6
COc1ccc(-n2nnnc2SCC(=O)Nc2ccccc2N2CCOCC2)cc1OC	-8	0.4	x	-1	u	-2.0	1.0	3	0.7
Cc1nc(N2CCN(C(=O)c3ccco3)CC2)c2oc3ccccc3c2n1	-8	0.2	0.7	3	-2.7	1.0	-0.5	-3	x
Cc1ccc(C(=O)Nc2ccccc2C(=O)N2CC(C)OC(C)C2)cc1 (stereo unspecified)	-2	x	-2.1	3	0.3	-5.8	x	10	0.8
CN1CCN(c2nc(-c3ccccc3O)nc3ccccc23)CC1	8	-0.7	x	0	0.4	i	0.0	13	0.1
Cc1ccccc1OCC(=O)Nc1ccc2c(c1)COC2=O	0	0.0	x	-1	-3.0	i	0.3	-6	x
CC1(C)C(=O)Nc2ccccc2N1C(=O)COC(=O)c1cc(S(C)(=O)=O)ccc1Cl	-3	-0.3	1.1	-2	-2.9	i	x	2	0.1

Later entries:
SMILES	Y pestis TopoI	PfHsp40 yeast	Mtb BioA inh	Mtb FBA inh	FadD28 FP inh	Vc quorum ag	Mtb UGM inh	GDH-TPI counter	TcdB GH inh
CCO[C@@H]1OC(C(=O)NC2CC2)=C[C@H](C2CC2)[C@H]1CCCO	2	-1.5	-2.7	2	-2.8	2.2	2.1	-1	1.9
Cc1sc2ncnc(SCC(=O)N3CCCCC3)c2c1C	6	0.2	-1.6	1	-5.2	-8.8	0.9	11	0.5
Cc1cccc(C)c1NS(=O)(=O)c1ccc(OCCNS(C)(=O)=O)cc1	5	-1.7	x	-2	0.5	i	0.5	1	1.0
Cc1ccc(NC(=O)CNC(=O)c2cccs2)cc1S(=O)(=O)Nc1ccc(Cl)cc1	-2	1.0	-0.1	2	-7.1	0.3	4.2	-2	1.4
CC(=O)c1ccc(N2C(=O)CC(N3CCN(S(=O)(=O)c4ccc(C)c(C)c4)CC3)C2=O)cc1 (stereo unspecified)	14	3.8	2.3	1	-0.9	i	0.7	2	0.5
O=C(COC(=O)CC1SC(N2CCCC2)=NC1=O)Nc1ccc(Br)cc1 (stereo unspecified)	-6	x	x	1	0.5	-1.4	x	8	1.8
CCOc1cc(C(=S)N2CCCCC2)ccc1OS(=O)(=O)c1ccc(Br)cc1	36	1.0	-1.6	1	-5.5	-0.3	-2.3	-3	x
C/C(=N/NC(=O)CCc1ccccc1)c1ccco1	4	0.2	x	2	1.5	i	0.9	3	1.2
Cc1cc(C(=O)N2CCCC(C)(C(=O)NS(=O)(=O)C3CC3)C2)n(C(C)(C)C)n1 (stereo unspecified)	9	x	-0.7	0	-0.4	-0.2	x	0	-1.2
CCCCC[C@H](O)/C=C/[C@H]1CCC(=O)[C@@H]1CCCCCCC(=O)N1CCCCC1CO (stereo partly specified)	30	0.5	1.1	-4	x	-0.5	4.1	9	3.1
CC(=O)c1ccc(-n2nnnc2SCC(=O)Nc2sc(C)c(C)c2C#N)cc1	-2	1.5	x	0	-2.7	-0.2	1.6	-3	-0.8
CCOC(=O)C(NC(=O)C1CCCN1C(=O)OCc1ccccc1)C(=O)OCC (stereo unspecified)	0	-1.8	-0.9	-3	-0.2	i	x	7	x
CCOC(=O)N1CCN(c2c(NCc3ccc(N(C)C)cc3)c(=O)c2=O)CC1	1	-1.3	-0.6	6	-1.4	-0.4	0.7	5	1.3
COc1ccccc1Nc1nc(N)nc(CSC(=S)N2CCCCC2)n1	12	2.0	0.3	2	-1.0	0.0	-0.3	1	-1.4
COCCOCCn1c(CCCO)nc2ccccc21	3	0.8	2.4	1	0.8	i	1.5	14	x
COc1cc([N+](=O)[O-])ccc1NC(=O)C1C2C=CC(C2)C1C(=O)O (stereo unspecified)	7	0.2	-3.0	-3	-0.2	i	-0.7	14	0.2
O=C(CNc1cccc(S(=O)(=O)N2CCCCC2)c1)Nc1ccc(C(F)(F)F)cc1	-8	x	-1.2	-2	-7.7	i	x	1	-4.7
Nc1nc(NCCO)nc(NCC2CCCO2)c1[N+](=O)[O-] (stereo unspecified)	0	22	1.5	-1	-2.1	-0.3	-0.4	37*	0.7

Shown comma-delimited: entries from further up
SMILES,Y pestis TopoI,PfHsp40 yeast,Mtb BioA inh,Mtb FBA inh,FadD28 FP inh,Vc quorum ag,Mtb UGM inh,GDH-TPI counter,TcdB GH inh
Cc1cccc(C)c1NS(=O)(=O)c1ccc(OCCNS(C)(=O)=O)cc1,5,-1.7,x,-2,0.5,i,0.5,1,1.0
Cc1ccc(NC(=O)CNC(=O)c2cccs2)cc1S(=O)(=O)Nc1ccc(Cl)cc1,-2,1.0,-0.1,2,-7.1,0.3,4.2,-2,1.4
CC(=O)c1ccc(N2C(=O)CC(N3CCN(S(=O)(=O)c4ccc(C)c(C)c4)CC3)C2=O)cc1 (stereo unspecified),14,3.8,2.3,1,-0.9,i,0.7,2,0.5
